Compound activity (PubChem)
AmpC inh no detg = AmpC beta-lactamase inhibition without detergent; P00811; AmpC nitrocefin hydrolysis, absorbance 480 nm, 0.0001% Triton; Potency, µM (highest dose often 57.1 µM), for the others: at the highest dose activity change, negative = inhibition, actives largely listed as inhibitors; hit rate 0.52% among 330,000; AID 485341;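 further: potency means the concentration at half of the fitted maximal effect; plate controls were no compound for no effect and no enzyme for full effect; nearly all actives have a fitted effect of over 20% in size; some results filed as inactive show a strong effect at the top dose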
Target sequence (P00811 whole entry, looked up): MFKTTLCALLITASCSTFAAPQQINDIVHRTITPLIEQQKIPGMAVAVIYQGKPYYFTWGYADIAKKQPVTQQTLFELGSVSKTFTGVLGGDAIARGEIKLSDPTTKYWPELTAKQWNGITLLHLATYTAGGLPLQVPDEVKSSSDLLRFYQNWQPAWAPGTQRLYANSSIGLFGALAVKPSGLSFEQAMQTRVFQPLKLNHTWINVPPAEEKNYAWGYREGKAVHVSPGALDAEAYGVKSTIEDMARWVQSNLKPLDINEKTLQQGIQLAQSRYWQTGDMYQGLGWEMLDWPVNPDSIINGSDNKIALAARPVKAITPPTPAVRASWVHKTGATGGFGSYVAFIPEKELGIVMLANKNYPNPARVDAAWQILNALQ
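AmpC (5.3 nM in the dispensed reagent) in 20 mM phosphate pH 7.0 with 0.01% (detergent screen) or 0.0001% Triton X-100 was preincubated with compounds for 15 min at room temperature. Nitrocefin was then added from an 800 uM solution, and hydrolysis was followed at 480 nm.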
HCMV antiviral = blocks human cytomegalovirus replication | activity change, negative = inhibition, % at 57.5 µM | AID 1259415 | hit rate 4.5% among 410,000 | HFF cells, HCMV-luciferase reporter, 72 h; stronger effect = lower value; in the data active means activity change below about -60%; inconclusive means no clear call, values can overlap the other calls; inactive means above about -39%
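Two compound doses tested in HFFs infected with HCMV-luciferase, MOI 1 PFU/cell, 72 h at 37C. Lysate luminescence read with OneGlo; data normalized against buffer-only and 10uM Salinomycin inhibitor controls.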
AmpC detergent = blocks E. coli AmpC beta-lactamase in detergent assay; AmpC hydrolysis of nitrocefin, absorbance 480 nm, 0.01% Triton; Potency, µM (titrated, usually from 114 µM), inactives show at the highest dose activity change, negative = inhibition, actives largely listed as inhibitors; hit rate 0.041% among 370,000; AID 485294;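 further: potency means the concentration at half of the fitted maximal effect; 0% = no-compound wells and -100% = no-enzyme wells; nearly all actives have a fitted effect of over 25% in size; some results filed as inactive show a strong effect at the top dose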
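AmpC (5.3 nM in the dispensed reagent) in 20 mM phosphate pH 7.0 with 0.01% (detergent screen) or 0.0001% Triton X-100 was preincubated with compounds for 15 min at room temperature. Nitrocefin was then added from an 800 uM solution, and hydrolysis was followed at 480 nm.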
AMA1-RON2 inh = inhibitors of Plasmodium falciparum AMA1-RON2 interaction; AlphaScreen AMA1-biotinylated RON2 peptide binding; Potency, µM (series often up to 58.2 µM), for the others: top-dose activity change, negative = inhibition, hits mostly inhibitors; hit rate 0.2% among 360,000;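 further: potency means the concentration at half of the fitted maximal effect; 0% = vehicle wells and -100% = peptide control; nearly all actives have a fitted effect of over 45% in size; some results filed as inactive show a strong effect at the top dose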
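AMA1 (3D7) with his tag at 25 nM final met compounds first, then biotinylated RON2 peptide at 25 nM; detection used donor plus acceptor beads, 10 µg/mL apiece, read by AlphaScreen after 30 min at room temperature.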
Sm TGR block = S. mansoni TGR enzyme inhibition; Q962Y6; purified TGR, DTNB reduction, TNB absorbance 405 nm; Potency, µM (top dose mostly 114 µM), without a hit: at the highest dose activity change, negative = inhibition, actives largely listed as inhibitors; hit rate 3% among 360,000; further: potency means the concentration at half of the fitted maximal effect; nearly all actives have a fitted effect of over 60% in size
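First, TGR (20 nM dispensed) and NADPH were mixed with compound. Second, a 15 min room-temperature incubation followed. Third, further NADPH and then DTNB were added to start the reaction. Finally, TNB absorbance was monitored kinetically.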
FBPA Giardia inh = Giardia lamblia aldolase inhibition; A8B2U2; hit rate 0.71% among 290,000; Potency, µM (titrated, usually from 59.6 µM), for inactives: at the highest dose activity, negative = inhibition, usual class: inhibitors; purified Giardia FBPA; further: potency means the concentration at half of the fitted maximal effect; nearly all actives have a fitted effect of over 55% in size
Target sequence (A8B2U2 whole entry, looked up): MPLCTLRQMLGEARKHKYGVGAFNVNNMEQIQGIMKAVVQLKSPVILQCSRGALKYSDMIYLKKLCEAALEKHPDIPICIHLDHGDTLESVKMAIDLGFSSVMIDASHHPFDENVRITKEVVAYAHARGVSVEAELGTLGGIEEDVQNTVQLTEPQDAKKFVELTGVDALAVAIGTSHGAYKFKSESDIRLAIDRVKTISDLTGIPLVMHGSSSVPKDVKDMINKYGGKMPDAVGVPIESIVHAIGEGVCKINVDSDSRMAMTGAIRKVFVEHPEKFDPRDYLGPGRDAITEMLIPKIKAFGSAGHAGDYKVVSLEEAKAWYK
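40 nM FBPA preincubated 10 min at RT with compound (up to 57.5 uM final), then substrate plus GAPDH/TPI/NAD/arsenate coupling and diaphorase/resazurin added. Fluorescence read after 20 min at RT, 525/598 nm.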
* = called active by the depositor; ? = inconclusive; . = not tested or not shown; & = joins results of further samples; [ ] = another dose, or the depositor's remark. Unless noted, the call rests on the fitted dose curve; in most records, active means well fitted curve in the direction sought with a large enough effect; inconclusive means small, poorly fitted or top-dose-only effect, or another doubt; inactive means no such curve, though single readings can be large; an effect the other way counts as inactive or inconclusive. Unless noted, on the % scale 0 is the no-effect control and ±100 the full control effect.

The first 2 compounds, ahead of the listing:
SMILES	AmpC inh no detg	HCMV antiviral	AmpC detergent	AMA1-RON2 inh	Sm TGR block	FBPA Giardia inh
CCNS(=O)(=O)c1ccc(NC(=O)Cn2cc([N+](=O)[O-])cn2)cc1	-24%	-31	-12%	-7%	1%	1%
Cc1ccc(C2(c3ccc(C)cc3)NC(=O)N(Cc3c(C)noc3C)C2=O)cc1	31%	-18	0%	-2%	-11%	0%

The list itself, previewed entries included:
SMILES	AmpC inh no detg	HCMV antiviral	AmpC detergent	AMA1-RON2 inh	Sm TGR block	FBPA Giardia inh
CCNS(=O)(=O)c1ccc(NC(=O)Cn2cc([N+](=O)[O-])cn2)cc1	-24%	-31	-12%	-7%	1%	1%
Cc1ccc(C2(c3ccc(C)cc3)NC(=O)N(Cc3c(C)noc3C)C2=O)cc1	31%	-18	0%	-2%	-11%	0%
CCOC(=O)C1CCCN(S(=O)(=O)c2ccc(F)c(C(=O)Nc3ccc(F)c(F)c3)c2)C1 (centres undefined)	2%	12&-21	0%&-2%	1%	0%&-2%	3%
Cc1cc(C)cc(-n2ncc3c2CCCC3NC(=O)C2CCC2)c1 (centres undefined)	49%	-21	-12%	-6%	5%	.
Nc1nc(-c2ccc(Oc3ccccc3)cc2)c(CC(=O)O)s1	?	18	-1%	51%[activator]	?	-9%
CNC(=S)N(CCc1c(C)[nH]c2ccc(OC)cc12)Cc1ccco1	-24%	-16	-10%	0%	0%	1%
CCOc1ccc(C(=O)COC(=O)c2cccc(-n3cnnn3)c2)cc1	-12%	5	-12%	2%	6%	.
COc1cccc(CNC(=O)CSc2ccc(-c3cccs3)nn2)c1	-16%	?	2%	-5%	1%	-10%
CCCN(CC(=O)Nc1ccccc1OC)C(=O)Cn1[nH]c(=O)c2ccccc2c1=O	-16%	-4	5%	8%	4%	.
Cc1cc(C)n(-c2nc3ccccc3nc2Nc2cc(Cl)ccc2C)n1	.	27	15%	.	3%	.
COc1ccc(OC)c2c(=O)cc(C(=O)O)[nH]c12	-20%	17	8%	14%	3%	-26%
Cn1c(SCC(=O)N/N=C/c2ccco2)nc2ccccc21	-16%	47	3%	14%	-9%	-22%
CC(=O)c1c(C)[nH]c(C(=O)CSc2ncnc3sc(-c4ccccc4)cc23)c1C	-36%	-77*	-7%	28%	-11%	-1%
CC(NS(=O)(=O)/C=C/c1ccccc1)c1ccccc1 (centres undefined)	-23%	?	?	16%	3%	0%
O=C(NCC(c1ccco1)N1CCCC1)c1cn(-c2ccccc2)nc1-c1ccc(F)cc1 (centres undefined)	1%	-14	-2%	-16%	18%	.
Cc1cc(C)c(NC(=O)CN2C(=O)c3cccnc3Oc3ccc(C)cc32)c(C)c1	.	-10	3%	.	-3%	.
Cc1c(CCC(=O)O)c(=O)oc2cc3occ(-c4ccc(F)cc4)c3cc12	-20%	-12	-13%	0%	8%	10%
Cc1ccc(F)cc1NC(=O)/C=C/c1ccc(S(=O)(=O)N2CCOCC2)cc1	-25%	-26	.	-2%	.	.
CC(C)CNS(=O)(=O)c1ccc(OCC(=O)NCC2CCCO2)c(Cl)c1 (centres undefined)	8%	-27	2%	1%	0%	-1%
O=C(CSc1nnc(NC2CCCCC2)s1)N1CCOCC1	-16%	86	8%	10%	-3%	.
COc1cccc(NC(=O)Cn2c(=O)oc3cc(S(=O)(=O)N4CCCC4)ccc32)c1	-12%	0	2%	7%	2%	0%
O=S(=O)(c1ccccc1)n1c(C(O)c2ccccn2)cc2ccccc21 (centres undefined)	-9%	8	-4%	16%	3%	-5%
COc1ccc(NC(=O)CSc2nc(C)cc(C)c2C(=O)Nc2ccccc2OC)cc1	.	1	7%	.	-1%	.
CCCc1cc(N2CCC(C(N)=O)CC2)nc(-c2ccccc2)n1	45%	-18	3%	-2%	.	3%
Cc1ccc(NC(=S)N2CCC(NC(=O)c3ccccc3)CC2)cc1	-16%	-25	?	-3%	-4%	-3%
CS(=O)(=O)N(CC(=O)N1CCN(c2cccc(Cl)c2)CC1)C1CCCCC1	71%[activator]	-7	-10%	-11%	-1%	-1%
Cc1ccccc1CNC(=O)c1c(C)oc2c1C1=NCCN1C=N2	.	9	14%	.	0%	.
COc1ccc(C2C(C(=O)OC3CCCCC3)=C(C)Nc3nnnn32)c(OC)c1OC (centres undefined)	11%	23	-12%	6%	-5%	5%
COC(=O)c1nc(NC2=NCCCCC2)n[nH]1	-23%	12	?	96%[activator]	1%	3%
COc1ccccc1-n1ncc2c(=O)[nH]c(SCC(=O)Nc3cccc(F)c3)nc21	.	-36	-5%	.	5%	.
CC(=O)N1CCOc2cc(S(=O)(=O)NCc3ccccc3Cl)c(C)cc21	.	-27	1%	.	-13%	.
COc1ccc(CCC(=O)Nc2ccc3c(c2)OCO3)cc1	-12%	3	?	-22%	-1%	-2%
O=C(CSc1nc2ccsc2c(=O)n1Cc1ccccc1Cl)NCc1ccc(Cl)cc1	.	6	-2%	.	3%	.
Cc1nc(NCCc2ccc(F)cc2)c(C#N)c(C)c1[N+](=O)[O-]	-15%	?	-10%	3%	?	0%
O=C(NCCCO)C(=O)NCc1ccccn1	-18%	-32	3%	54%[activator]	-3%	0%
CC(=NCc1cccnc1)c1c(O)n(Cc2ccccc2)c(=O)[nH]c1=O	-23%	-11	-7%	-3%	-34%	-3%
Cc1ccccc1C(=O)NNC(=O)Cc1cccc2ccccc12	-7%	5	0%	34%[activator]	8%	4%
O=S(=O)(Nc1ccc2c(c1)OCCO2)c1cccc2cccnc12	-36%	-37	-5%	-21%	2%	-4%
CCN1C(=O)C2(SC(NC(C)=O)=NN2C(C)=O)c2cc(C)cc(C)c21 (centres undefined)	25%	13	-20%	4%	-2%	0%
O=C(Nc1ccc(F)cc1)c1cccc(N2C(=O)C3C4C=CC(C4)C3C2=O)c1 (centres undefined)	-9%	3	3%	-3%	2%	.

Reformatted as a markdown table: 3 of the compounds above
| SMILES | AmpC inh no detg | HCMV antiviral | AmpC detergent | AMA1-RON2 inh | Sm TGR block | FBPA Giardia inh |
| --- | --- | --- | --- | --- | --- | --- |
| O=C(NCCCO)C(=O)NCc1ccccn1 | -18% | -32 | 3% | 54%[activator] | -3% | 0% |
| CC(=NCc1cccnc1)c1c(O)n(Cc2ccccc2)c(=O)[nH]c1=O | -23% | -11 | -7% | -3% | -34% | -3% |
| Cc1ccccc1C(=O)NNC(=O)Cc1cccc2ccccc12 | -7% | 5 | 0% | 34%[activator] | 8% | 4% |

Remaining list, next part.
SMILES	AmpC inh no detg	HCMV antiviral	AmpC detergent	AMA1-RON2 inh	Sm TGR block	FBPA Giardia inh
CCN(CC)CCCNC(=S)N(Cc1cccs1)Cc1cc2cc3c(cc2[nH]c1=O)OCCO3	138%[activator]	-104*	8%	5%	.	0%
CC(=O)c1ccc(NC(=O)Cn2ncc3c4ccccc4n(Cc4ccccc4)c3c2=O)cc1	.	-10	1%	.	-8%	.
O=C(NCc1cccc(Br)c1)c1cnn(-c2ccc(F)cc2)c1-n1cccc1	.	-23	-3%	.	-13%	.
O=C1[C@H](c2ccccc2)[C@@H](c2ccccc2)N1c1ccncc1	-3%	-16	.	-8%	.	.
COc1cccc(CNC(=O)c2cc3oc4ccccc4c3n2C)c1OC	1%	-35	2%	-5%	2%	-8%
COc1cc(C(O)P(=O)(OCCC(C)C)c2ccc(N(C)C)cc2)cc(OC)c1OC (centres undefined)	97%[activator]	-6	7%	0%	4%	2%
O=C(Nc1cc2c3c(c1)CC(=O)N3CCC2)c1c(F)cccc1F	-14%	-26	?	10%	-9%	.
CCCS(=O)(=O)N1CCCC(C(=O)NCCCN(C)Cc2ccccc2)C1 (centres undefined)	-11%	-8	-5%	-2%	-33%	5%
Cc1ccc(C(=O)C(OC(=O)CNS(=O)(=O)c2ccccc2)c2ccccc2)cc1 (centres undefined)	-33%	34	-8%	-17%	-11%	.
CCn1cc(C(=O)NCc2ccco2)c2cc(OC)c(OC)cc2c1=O	0%	29	1%	4%	?	-10%
CC(NC(=O)CCC(=O)c1ccccc1)c1ccc(F)cc1 (centres undefined)	-18%	.	?	10%	-2%	.
CC(=O)Nc1ccc(NC(=O)C2CC(=O)Nc3ncnn32)cc1 (centres undefined)	-3%	-10	-6%	7%	-7%	0%
O=c1cc(N2CCCCC2)[nH]c(=O)n1C1CCCCC1	-5%	25	-2%	39%[activator]	13%	-13%
Cn1c(N)c(N=O)c(=O)n(C)c1=O	-8%	2	1%	89%[activator]	8%	1%
COc1ccc(C(=O)NCC(=O)N2CCC(C)CC2)cc1OC	2%	1	?	29%	3%	5%
CC(C)(C)OC(=O)NCCCCCc1nnc(SCc2cccc(F)c2)o1	75%[activator]	37	-1%	17%	-1%	2%
COC(=O)Cc1c(C(=O)OC)nnn1-c1ccc(OC(F)(F)F)cc1	-9%	?	2%	-8%	4%	0%
NC(=O)Nc1ccc(C(=O)OCC(=O)Nc2ccc(Cl)cc2C(=O)c2ccccc2)cc1	?	-4	-3%	-4%	-12%	-1%
CC(=O)Oc1ccc(C(=O)Nc2ccccc2C(=O)N2CCCC2)cc1	0%	-10	-4%	5%	0%	4%
O=C(Cc1cccs1)N/N=C/C=C\c1ccccc1[N+](=O)[O-]	-27%	-18	-2%	15%	4%	-1%
O=C(NC(=S)Nc1ccc(S(=O)(=O)Nc2nccs2)cc1)c1ccc(F)cc1	-33%	-11	?	27%	28µM*	-14%
COc1cc(/C=C/C(=O)OCC(=O)NC2CC2)cc(OC)c1OC	0%	0	.	-2%	.	.
COc1ccccc1N1CCN(C(=O)CSc2ncccc2-c2nc3ccccc3[nH]2)CC1	51%	?	-2%	49%[activator]	-5%	-1%
COc1ccc(OC)c(/C=N/NC(=O)CSc2nnc(C)n2-c2ccccc2)c1	17%	8	-8%	7%	3%	1%
O=C(O)c1ccc2c(c1)C(=O)N(N1C(=O)c3ccccc3C1=O)C2=O	-25%	3	?	11%	-1%	0%
CN(C)CCNC(=O)c1cccc(NS(=O)(=O)c2ccc(Cl)c(Cl)c2)c1	19%	27	-9%	0%	-20%	6%
Cc1nc2nc(C)c(NS(=O)(=O)c3cccs3)c(=O)n2[nH]1	-2%	?	8%	-4%	0%	?
CN(Cc1nc2ccccc2c(=O)[nH]1)c1ccccc1	-12%	66	-9%	8%	4%	-8%
Nc1nc(-c2ccc(-c3ccccc3)cc2)cs1	-24%	-1	-1%	3%	4%	-2%
c1ccc(CNc2ccc(CNc3ncn[nH]3)cc2)cc1	-14%	36	?	-10%	-31%	9%
COc1ccc(-c2cc(C(=O)N(C)CC(=O)Nc3ccccc3Cl)c3ccccc3n2)cc1OC	86%[activator]	10	?	12%	3%	.
COc1ccccc1/C=C/C(=O)NCC(=O)N/N=C/c1cc(Br)ccc1OC	-9%	49	5%	3%	2%	-11%
COc1cccc(C2c3[nH]c4ccccc4c3C[C@H]3C(=O)N(C)CC(=O)N23)c1 (some centres undefined)	21%	14	2%	-4%	-11%	2%
COc1cccc(N2CC(NC(=O)C(=O)c3c[nH]c4ccccc34)CC2=O)c1 (centres undefined)	-20%	6	-9%	22%	-1%	.
O=C(N[C@H](C(=O)O)c1ccccc1)C1CCC(Cn2nnc3ccccc3c2=O)CC1 (some centres undefined)	-17%	.	-1%	.	-3%	22%
